TDP1 cell CPT = DT40-hTDP1 cell growth loss with CPT. 420,000 tested, 12% active. Potency, µM (highest dose often 46.2 µM), without a hit: at the top dose activity change, negative = growth inhibition, hits mostly inhibitors. chicken DT40 Tdp1-/-;hTDP1 cells + 20 nM CPT, ATP luminescence, 48 h; also: nearly all actives have a fitted effect of over 55% in size
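Chicken DT40 Tdp1-/- cells stably complemented with human TDP1 were seeded at 400 cells/well in medium containing 20 nM camptothecin, exposed to pin-transferred compounds, and grown at 37 °C for at least 48 hr. Viability was read as ATP luminescence.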
TDP1 inh = TDP1 (human) enzyme inhibition | Q9NUW8 | recombinant TDP1, AlphaScreen DNA substrate cleavage | Potency, µM (series often up to 130 µM), without a hit: at the top dose activity change, negative = inhibition, actives largely listed as inhibitors | 350,000 tested, 0.28% active | AID 485290; also: nearly all actives have a fitted effect of over 40% in size
Target sequence (Q9NUW8 whole entry, looked up): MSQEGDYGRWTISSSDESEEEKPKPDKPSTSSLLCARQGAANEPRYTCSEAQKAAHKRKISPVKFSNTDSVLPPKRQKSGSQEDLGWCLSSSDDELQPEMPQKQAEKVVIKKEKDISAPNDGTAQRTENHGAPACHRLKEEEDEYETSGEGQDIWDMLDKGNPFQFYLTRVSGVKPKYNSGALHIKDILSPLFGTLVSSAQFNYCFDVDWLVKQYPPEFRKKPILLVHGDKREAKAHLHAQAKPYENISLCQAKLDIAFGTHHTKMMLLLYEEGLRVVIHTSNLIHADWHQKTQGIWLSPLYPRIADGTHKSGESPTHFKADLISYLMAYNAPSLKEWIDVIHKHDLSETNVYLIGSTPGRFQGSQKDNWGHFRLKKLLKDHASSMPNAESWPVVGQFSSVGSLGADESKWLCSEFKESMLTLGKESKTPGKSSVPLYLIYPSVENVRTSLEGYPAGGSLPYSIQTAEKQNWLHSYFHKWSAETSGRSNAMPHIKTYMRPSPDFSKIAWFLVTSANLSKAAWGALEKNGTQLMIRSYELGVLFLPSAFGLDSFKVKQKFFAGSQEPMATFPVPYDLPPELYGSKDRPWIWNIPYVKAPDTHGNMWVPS
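Recombinant human Tdp1 (E. coli-expressed, 1 nM final) preincubated with compounds 15 min at room temperature, then 5'-biotin/3'-phosphotyrosine-FITC DNA substrate (15 nM final) added for 5 min. AlphaScreen beads (10 ug/ml final) added 10 min; cleavage lowers signal.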
TDP1 cell noCPT = qHTS for Inhibitors of human tyrosyl-DNA phosphodiesterase 1 (TDP1): qHTS in cells in absence of CPT; DT40 Tdp1-/- hTDP1 cells, no CPT, ATP luminescence, 48 h; Potency, µM (doses to about 46.2 µM), for the others: at the highest dose activity change, negative = growth inhibition, usual class: inhibitors; 420,000 tested, 15% active; AID 686978, 2013; also: nearly all actives have a fitted effect of over 55% in size
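Stably hTDP1-transfected Tdp1-null chicken DT40 cells were treated with library compounds minus camptothecin and grown for at least 48 hr at 37 °C, after which cellular ATP was quantified by luminescence.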
* marks the source's active call; other numbers are inactive results; u = inconclusive; x = no result given; & = joins results of further samples; [ ] = another dose, or the depositor's remark. Calls follow the shape of the dose curve; as a rule, active = well fitted curve in the direction sought with a large enough effect; inconclusive = small, poorly fitted or top-dose-only effect, or another doubt; inactive = no such curve, though single readings can be large; an effect the other way counts as inactive or inconclusive. % is scaled to controls: 0 for no effect and ±100 for the full control effect; potency is read from the fitted curve at half-maximal effect. Rows are unselected; any-hit rate near 18%.

Compound	TDP1 cell CPT	TDP1 inh	TDP1 cell noCPT
O=C(Nc1c(C(=O)Nc2ccc3c(c2)OCCO3)cnn1-c1ccccc1Cl)c1ccco1	u	11%	-27%
COc1ccc([N+](=O)[O-])cc1NC(=O)CSCc1ccc(Br)cc1	u	3%	u
COc1ccc(NC(=O)CCc2c(C)nc3nc(C)nn3c2C)cc1	-14%	6%	-18%
O=C(O)C1CCC(N2C(=O)C3C4CCC(C4)C3C2=O)CC1 (stereo not given)	-6%	0%	24%
O=C(c1c(F)cccc1F)N1CCCC(c2nc(-c3cccs3)no2)C1 (stereo not given)	u	-3%	u
O=C(Nc1ccc(F)c(Cl)c1)C1CCN(S(=O)(=O)c2cccnc2)CC1	u	1%	u
C=CCn1c(=N)n(CC(O)COc2ccc(OC)cc2)c2ccccc21 (stereo not given)	16µM*	0%	21µM*
Cn1c(CCC(=O)Nc2ccc(S(C)(=O)=O)cc2)nc2cc(S(=O)(=O)N3CCOCC3)ccc21	-10%	x	1%
CCn1cc(C(=O)OCC(=O)Nc2cccc(S(=O)(=O)N3CCOCC3)c2)c(=O)c2ccc(C)nc21	u	4%	u
CCc1cccc(NC(=O)c2cnn(-c3ccccc3)c2C)c1	-18%	2%	-25%
O=S(=O)(Cc1noc(-c2ccccc2Cl)n1)c1ccccn1	-2%	-5%	-5%
CN1CCCN(S(=O)(=O)c2ccccc2)c2nc3ccccc3nc21	1%	6%[0.505 µM]	-30%
CC1CN(CC(=O)N2CCN(Cc3nccn3C)CC2)Cc2cc(Cl)ccc2O1 (stereo not given)	5%[9.04 µM]	x	-3%
CN(C)c1nc(C(=O)NN)nc(N(C)C)n1	2%	9%	-2%
Cc1ccc(C)c(Nc2ccc(C(=O)NCCc3ccccc3)cn2)c1	u	5%	-21%
Cc1ccc2nc(-c3cc(NC(=O)c4ccc5c(c4)OCCO5)ccc3Cl)oc2c1	u	3%	16µM*
COc1ccc(OC)c(-c2csc(CCn3nc(C)cc3C)n2)c1	-6%	6%	-15%
CCCCN1CC(c2nc3ccccc3n2CCCCOc2cc(C)ccc2C)CC1=O (stereo not given)	16µM*	9%	8.2µM*
CC1CC(C)CN(S(=O)(=O)c2ccc(Cl)cc2)C1 (stereo not given)	u	-4%	u
CC(=O)c1c(C)nc(-c2ccccc2)nc1NC(=O)Cc1ccccc1	-23%	1%	u
Cc1ccc(Cc2c(-c3ccc(C#N)cc3)nc3ccc(Cl)cn23)cc1	-24%	x	u
COc1ccc(-c2c(C)nn3c(C(F)(F)F)cc(-c4ccc(Br)cc4)nc23)cc1	2%	10%	-2%
COCCn1c(SCC(=O)Nc2nc3ccccc3s2)nnc1-c1ccoc1C	-22%	x	-15%
CCOC(=O)c1cc(S(=O)(=O)NCc2ccc(Cl)cc2)[nH]n1	-10%	-4%	-20%
CCOC(=O)N1CCC(NC(=O)c2ccc(CO)c(C(=O)NC3CCN(C(=O)OCC)CC3)c2)CC1	-4%	7%	4%
CC(C)(C)c1nc(SCC(=O)NC2CCCC2)c2ccccc2n1	-24%	8%	-25%
O=S(=O)(c1cccc2nonc12)N1CCN(c2ccc(F)cc2)CC1	-1%	3%	-5%
COc1ccc(Cn2c(-c3ccccc3)nc3c(c(=O)c4ccccc4n3C)c2=O)cc1	u	-3%	u
Cc1ccccc1NC(=O)C1Cc2ccccc2CN1C(=O)OCc1ccccc1 (stereo not given)	u	3%	21µM*
CCOC(=O)c1sc(NNC(=O)c2ccc(C)cc2)nc1C	-33%	1%	u
CC(=O)c1ccc(NC(=O)CN2C(=O)/C(=C/C(C)=C/c3ccccc3)SC2=S)cc1	-16%	8%	u
Cc1c(N2C(=O)c3cccc4cccc(c34)C2=O)c(=O)n(-c2ccccc2)n1C	-14%	-1%	-20%
CCCn1c(C2CCCN2c2nc(-c3ccc(C)cc3)cs2)nc2cc(Cl)c(N3CCCCC3)cc21 (stereo not given)	u	x	u
CCOc1ccc(C(C(=O)NC2CCCC2)N(C(=O)c2snc(C(N)=O)c2N)c2cccc(O)c2)cc1 (stereo not given)	u	x	16µM*
CC1(c2nnnn2Cc2ccccc2)CCC(=O)N1CCc1c[nH]c2ccccc12 (stereo not given)	u	x	-18%
O=C(N/N=C/c1ccc2c(c1)OCO2)c1cc(-c2ccncc2)nc2ccccc12	3.7µM*	3%	4.1µM*
CN(CC(=O)Nc1cc(Cl)ccc1-n1cncn1)Cc1ccccc1N1CCOCC1	23µM*	x	u
Cc1ccccc1NC(=O)CCN1CCN(Cc2ccccc2)CC1	-25%	2%	-13%
Nc1nc(-c2ccccc2)c(CCCOc2ccc(NC(=O)CBr)cc2)c(=O)[nH]1	u	x	u
O=S1(=O)c2c(Oc3cccc4ccccc34)cccc2OC(COCc2ccccc2)CN1C1CCCC1 (stereo not given)	6.5µM*	x	6.5µM*
O=C(Nc1cc(C(=O)Nc2ccccc2C(=O)O)cc(C(=O)Nc2ccccc2C(=O)O)c1)c1ccccc1	-17%	0%	u
CCn1c(C(=O)NCc2cccnc2)cc2sc(Cl)cc21	-29%	12%	u
Cc1cc(N2CCN(C(C(=O)NC3CCCC3)C(C)C)CC2)c2ccccc2n1 (stereo not given)	-25%	x	-16%
CCCC1(c2ccccc2)NC(=O)N(CC(=O)NCc2ccc(OC)cc2)C1=O (stereo not given)	-8%	x	18%
CN1CCN(C(=O)C2CC(=O)N(c3ccc(F)c(Cl)c3)C2)CC1 (stereo not given)	8%	0%	-5%
COc1ccccc1OCc1ccc(C(=O)NC2CCCCC2)o1	-1%	x	-7%
CCCCn1c(N)c(N(C(=O)CSc2nnnn2-c2ccc(C)cc2)C2CCCC2)c(=O)[nH]c1=O	4%	x	1%
CC(NS(=O)(=O)c1ccccc1)C(c1cccs1)N1CCN(C)CC1 (stereo not given)	4%	-4%	0%
CSCCC(NC(=O)c1ccc(Cl)cc1Cl)C(=O)N1CCCCCCC1 (stereo not given)	u	-9%	23µM*
CCCCn1nnnc1C(c1ccccc1)N1CCN(c2ccccn2)CC1 (stereo not given)	-46%	x	16µM*
COc1cc(Cl)ccc1OC1(C)CCN(Cc2ccc3ccccc3c2)C1 (stereo not given)	u	x	23µM*
CSc1cccc(NC(=O)c2ccc(Cl)nc2)c1	-21%	0%	u
Cc1[nH]c(=O)[nH]c1C(=O)CCCCC(=O)O	-4%	6%	1%
COc1cc2c(cc1OC)CN(C(=O)c1ccccc1C(=O)O)CC2	-3%	3%	-5%
COc1ccc(CC(=O)N(c2ccccc2)c2nc(C)cs2)cc1	18µM*	5%	13µM*
CC(=O)N(CCc1ccccc1C)Cc1cc2ccc(C)cc2[nH]c1=O	-17%	x	u
COc1ccc(N(CC(=O)NCCc2ccc(OC)c(OC)c2)S(=O)(=O)c2ccc(OC)c(OC)c2)cc1	u	x	u
Cc1cc(=O)oc2c3c(cc(OCC(=O)NCCC(=O)N[C@@H](C)C(=O)O)c12)OC(C)(C)CC3	0%	x	-3%
Cc1cc(OCC(=O)NCCc2ccc(S(N)(=O)=O)cc2)c2c(C)c(C)c(=O)oc2c1	-4%	3%	-14%
CCOC(=O)c1cc(C)nnc1C(=O)OCC	8%	x	-4%

(next part)
Compound	TDP1 cell CPT	TDP1 inh	TDP1 cell noCPT
Cc1c(CCOC(=O)c2cc([N+](=O)[O-])cc([N+](=O)[O-])c2)sc[n+]1CC(=O)c1ccccc1	-25%	5%	0%
Cc1cccc(OCC(=O)NC(=S)N2CCCc3ccccc32)c1	u	12%	-10%
Cn1c(=O)c2c(SCC(=O)N3CCOCC3)nc(-c3ccccc3F)nc2n(C)c1=O	-12%	4%	u
CC(=O)Nc1nc(SCC(=O)NCc2ccc(F)cc2)[nH]c(=O)c1NC(=O)c1cccs1	-9%	5%	2%
COCC(C)OC(=O)C(C#N)c1nc2ccccc2nc1N1CCN(Cc2ccccc2)CC1 (stereo not given)	u	6%	u
Cc1ccc(COn2c(-c3ccc(Cl)cc3Cl)nc3ncccc32)cc1	u	5%	u
CC(C)(C)c1ccc(OCCC(=O)NNC(=O)c2ccccc2)cc1	-17%	3%	u
Cc1cc(C)cc(N(CC(=O)NC2CCCC2)C(=O)CNC(=O)c2cccs2)c1	-7%	-4%	-5%
COc1ccc(CNC(=O)CCn2c(=O)c3cccn3c3ccc(F)cc32)cc1OC	-46%	4%	u
CC(=O)C1=CCC(c2ccccc2)N(S(=O)(=O)c2cccc(C)c2)C1 (stereo not given)	16µM*	x	13µM*

4 structures from above, ordered by count of non-hydrogen atoms, falling:
Compound	TDP1 cell CPT	TDP1 inh	TDP1 cell noCPT
Cc1c(CCOC(=O)c2cc([N+](=O)[O-])cc([N+](=O)[O-])c2)sc[n+]1CC(=O)c1ccccc1	-25%	5%	0%
Cn1c(=O)c2c(SCC(=O)N3CCOCC3)nc(-c3ccccc3F)nc2n(C)c1=O	-12%	4%	u
CC(C)(C)c1ccc(OCCC(=O)NNC(=O)c2ccccc2)cc1	-17%	3%	u
Cc1cccc(OCC(=O)NC(=S)N2CCCc3ccccc32)c1	u	12%	-10%

The listing continues:
Compound	TDP1 cell CPT	TDP1 inh	TDP1 cell noCPT
Cn1cnc([N+](=O)[O-])c1Oc1ccccc1	18µM*	2%	u
CCOC(=O)C1CCN(C(=O)c2cccc(NC3=NC4CS(=O)(=O)CC4S3)c2)CC1 (stereo not given)	9%	x	4%
Cc1ccc(-n2nc(C)c3c(C)c(CCC(=O)NCc4ccccc4)c(C)nc32)cc1	u	2%	u
Cc1ccc(OCC(=O)N(Cc2cccc(Cl)c2)C2CCS(=O)(=O)C2)cc1C (stereo not given)	-26%	-3%	-28%
O=C(CCn1c2c(c3ccccc31)CCCC2)NNC(=O)c1cccc([N+](=O)[O-])c1	u	6%	u
CN1CCN(C2=C(Cl)C(=O)C(c3cnc(N4CCCCC4)s3)=C(Cl)C2=O)CC1	2.1µM*	6%	1.6µM*
Cc1cnc(CNC(=O)c2csc([C@@H]3O[C@H](CO)[C@H](O)[C@H](O)[C@H]3O)n2)cn1	-3%	x	6%
Cc1cc(F)ccc1-c1cc(C(=O)NC(C)C)[nH]n1	-23%	x	-20%
CCCCCCC(=O)NNC(=O)CC(=O)Nc1ccccc1C(=O)O	-3%	2%	0%
COc1ccc(C(=NNc2ccccc2C(=O)O)c2ccc(OC)cc2)cc1	u	8%	-17%

Quoted from the listing:
In TDP1 cell CPT, CN1CCN(C2=C(Cl)C(=O)C(c3cnc(N4CCCCC4)s3)=C(Cl)C2=O)CC1 has the entry 2.1µM*
In TDP1 cell noCPT, CCCCCCC(=O)NNC(=O)CC(=O)Nc1ccccc1C(=O)O has the entry 0%

(listing goes on)
Compound	TDP1 cell CPT	TDP1 inh	TDP1 cell noCPT
NS(=O)(=O)c1ccc(NC(=O)c2nc(S(=O)(=O)Cc3ccccc3F)ncc2Cl)cc1	10µM*	x	7.1µM*
O=C(O)/C=C/c1ccc(S(=O)(=O)N2CCN(CCN3C(=O)C4C5C=CC(C5)C4C3=O)CC2)cc1 (stereo not given)	-1%	1%	-8%
COc1ccc(C2C(C(=O)N3CCCCC3)CC(=O)N2c2ccc(OC)cc2)cc1 (stereo not given)	-24%	4%	6%
CSc1ccccc1NC(=O)CN(C)C(=O)Cn1c(=O)oc2ccccc21	6%	-13%	-25%
COc1cc(C(=O)NC(c2ccccc2)c2ccccc2)cc(OC)c1OC	-6%	x	3%
C[C@@H]1CN([C@@H](C)CO)S(=O)(=O)c2ccc(Br)cc2O[C@H]1CN(C)Cc1ccccc1F	15µM*	x	10µM*
O=C(NCc1nc2ccccc2[nH]1)c1ccccc1F	-2%	x	-4%
CCN(CC)CCn1c(N)cc(=O)[nH]c1=O	1%	1%	8%
COC(=O)NCc1ccc(S(=O)(=O)N2CCOCC2)cc1	-3%	5%	-9%
COc1ccc(C)cc1NC(=O)c1ccc2c(=O)n3c(nc2c1)CCCCC3	15µM*	1%&3%	u

Reprinted at random: 2 records from the list
Compound	TDP1 cell CPT	TDP1 inh	TDP1 cell noCPT
CCn1cc(C(=O)OCC(=O)Nc2cccc(S(=O)(=O)N3CCOCC3)c2)c(=O)c2ccc(C)nc21	u	4%	u
COc1ccc(-c2c(C)nn3c(C(F)(F)F)cc(-c4ccc(Br)cc4)nc23)cc1	2%	10%	-2%

Further entries follow:
Compound	TDP1 cell CPT	TDP1 inh	TDP1 cell noCPT
COc1cc(CN2CCCC(C(=O)c3ccc4c5c(cccc35)CC4)C2)cc(OC)c1O (stereo not given)	4.6µM*	8%	4.6µM*
Cc1ccc(NC(=O)Cc2ccc(-n3cccc3)cc2)c(C)c1	5%	-3%	-13%
COc1ccc(C(=O)N2CCC3(CC2)CCN(c2ncccn2)CC3)cc1	3%	x	-26%
CCN1CCN(C(c2cccc(Cl)c2)c2c(O)cc(C)n(CCOC)c2=O)CC1 (stereo not given)	5%	-5%	-9%

From PubChem
